Screens from PubChem BioAssay.
N370S GC mod – qHTS Assay for Inhibitors and Activators of N370S glucocerebrosidase as a Potential Chaperone Treatment of Gaucher Disease. Potency, µM (top dose mostly 59.4 µM), for inactives: at the highest dose activity change, negative = inhibition, most hits filed as inhibitors. N370S GC spleen homogenate, 4MU-glucoside fluorescence. 330,000 tested, 0.092% active. Lysosomal acid glucosylceramidase (Homo sapiens), P04062;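 note: 0% = full enzyme activity and -100% = no enzyme basal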
GCN5L2 inh – qHTS Assay for Inhibitors of GCN5L2 | GCN5L2 HAT assay, ThioGlo1 CoA-SH fluorescence | Potency, µM (doses to about 58.9 µM), inactives show top-dose activity change, negative = inhibition, most hits filed as inhibitors | 390,000 tested, 0.21% active
Target sequence (Q92830 whole entry, looked up): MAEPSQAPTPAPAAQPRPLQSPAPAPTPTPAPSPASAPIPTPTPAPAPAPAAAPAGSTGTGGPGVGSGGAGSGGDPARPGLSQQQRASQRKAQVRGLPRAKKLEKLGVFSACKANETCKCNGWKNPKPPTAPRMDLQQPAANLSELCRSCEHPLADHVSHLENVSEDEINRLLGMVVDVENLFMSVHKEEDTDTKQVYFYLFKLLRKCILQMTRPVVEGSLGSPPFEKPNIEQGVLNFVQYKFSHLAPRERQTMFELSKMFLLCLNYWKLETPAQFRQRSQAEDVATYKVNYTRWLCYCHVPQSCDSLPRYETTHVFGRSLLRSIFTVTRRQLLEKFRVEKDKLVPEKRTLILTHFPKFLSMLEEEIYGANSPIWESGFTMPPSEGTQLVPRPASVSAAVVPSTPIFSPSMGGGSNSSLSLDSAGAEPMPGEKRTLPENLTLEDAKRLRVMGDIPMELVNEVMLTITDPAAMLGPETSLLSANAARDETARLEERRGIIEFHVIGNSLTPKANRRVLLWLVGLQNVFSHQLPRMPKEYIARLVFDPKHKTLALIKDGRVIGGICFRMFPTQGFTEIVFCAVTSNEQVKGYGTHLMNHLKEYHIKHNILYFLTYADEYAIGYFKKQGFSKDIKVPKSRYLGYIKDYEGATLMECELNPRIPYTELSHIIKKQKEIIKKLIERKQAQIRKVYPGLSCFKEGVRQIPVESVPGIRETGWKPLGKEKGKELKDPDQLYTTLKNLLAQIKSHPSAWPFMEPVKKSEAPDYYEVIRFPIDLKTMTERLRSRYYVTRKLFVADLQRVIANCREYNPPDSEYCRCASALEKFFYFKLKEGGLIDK
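Enzyme at 20nM final was mixed with library compounds for 15 min at room temperature. Peptide H3(1-25) at 75uM, acetyl-CoA at 70uM and ThioGlo1 at 50uM were then added. Plates were read immediately and after 20 min (Ex340nm/Em540nm).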
FEN1 inh – qHTS Assay for the Inhibitors of Human Flap endonuclease 1 (FEN1) | AID 588795, 2011 | 390,000 tested, 0.35% active | Potency, µM (titrated, usually from 114 µM), for the others: top-dose activity change, negative = inhibition, actives largely listed as inhibitors | Recombinant FEN1 flap cleavage, fluorescence, 15 min; note: nearly all actives have a fitted effect of over 65% in size
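Steps: FEN1 (10 nM) dispensed; compound added by pin tool; 15 min at room temperature; substrate added to 50 nM final; reads at 0 min and 15 min; data normalized and fitted (four-parameter Hill).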
Numbers without * were called inactive; ? = inconclusive; / = not tested or not shown; & = joins results of further samples; ! = a repeat was not active; [ ] = dose if it differs, or a comment. Calls come from the whole dose curve; as a rule, active = well fitted curve in the direction sought with a large enough effect; inconclusive = small, poorly fitted or top-dose-only effect, or another doubt; inactive = no such curve, though single readings can be large; an effect the other way counts as inactive or inconclusive. Unless noted, % is set by controls: 0 for no effect and ±100 for the full control effect; potency is the fitted concentration of half-maximal effect. The list is partial. The share of hits here may be higher or lower than overall.

Molecule | N370S GC mod | FEN1 inh | GCN5L2 inh
Cc1ccc(-n2c(O)c(C=NC3CCCCC3N)c(=O)[nH]c2=O)cc1C (stereo not drawn) | 1% | -7% | -3%
CCOc1ccc(CN2C(=O)c3ccccc3Sc3ccc(C(=O)N4CCC5(CC4)OCCO5)cc32)cc1 | / | 3% | -4%
COc1ccc(OC)c(CN2CCN(C(=O)Cc3ccccc3)CC2)c1 | -2% | -4% | -9%
C=CCN1C[C@@H](C)N(C(c2ccc(C(=O)N(CC)CC)cc2)c2cccc(OC)c2)C[C@@H]1C (stereo partly drawn) | 1% | -3% | 3%
C=C(C)[C@]12C[C@@H](C)[C@@]34O[C@](Cc5ccccc5)(O[C@@H]1[C@@H]3C=C(COC(=O)Cc1ccc(O)c(OC)c1)C[C@]1(O)C(=O)C(C)=C[C@@H]41)O2 | 22% | / | -29%
N#CC(C#N)=Cc1ccc(O)c(O)c1 | ? | 4%&2% | -16%&-20%&-8%
Cc1ccc(-c2nc(CN3C(=O)CN=C(c4ccccc4)c4cc(Cl)ccc43)c(C)o2)cc1 | / | -2% | 0%
Cc1ccc2c(CN3CC=C(c4ccccc4)CC3)cc(=O)oc2c1C | 1% | 7% | -3%
Cc1cccc(-n2c(C)nc3ccc(Cl)cc3c2=O)c1 | 1% | 5% | -13%
CCS(=O)CCSP(=O)(OC)OC (stereo not drawn) | 1% | / | -2%
CCCC(=O)N(C)C1=Nc2ccc(Cl)cc2C(c2ccccc2)=[N+]([O-])C1 | -20% | -15% | -12%
CCCNC(=O)N1C2CCC1CC(O)(c1cccnc1)C2 (stereo not drawn) | 1% | -1% | 2%
COc1ccc(C2CN(C)CC2C(=O)c2ccc(F)cc2)cc1Cl (stereo not drawn) | -27% | 3% | -7%
O=C(CN1CC(c2ccccc2)CC1=O)Nc1cccc(F)c1 (stereo not drawn) | -1% | 14% | -1%
O=C(NCc1ccc(C(=O)N2CCC3(CC2)OCCO3)cc1)c1ccc2c(c1)OCO2 | -13% | 19% | -5%
Cc1cccc(C)c1OC(=O)Cc1ccccc1 | -2% | -7% | -4%
CCN1CCN(CC(c2ccccc2)c2ccccc2)CC1 | -4% | 2% | -1%
CC1CCCC(C)N1C(=O)CSc1nnc(NC(=O)c2cccs2)s1 (stereo not drawn) | 0% | ? | -3%
CC(C(=O)Nc1ccc(Cl)cc1Cl)N1CC=C(c2ccccc2)CC1 (stereo not drawn) | 16% | -8% | -14%
O=c1[nH]c(=O)n(-c2ccc(Cl)cc2)c(O)c1C=NCCN1CCCCC1 | -4% | -5% | -6%
CCC(C)C(=O)OC1C[C@@]2(C)C(c3ccoc3)OC(=O)CC23OC2(C)OC34C(OC(=O)C(C)C)[C@]3(O)C(OC(=O)C5(C)OC5C)[C@]5(C)CC3(O)[C@](C)(C5CC(=O)OC)C14O2 (stereo partly drawn) | -8% | / | -20%
O=C(CN1C(=O)COc2ccccc21)N1CCC2(CC1)OCCO2 | -2% | -4% | -3%
O=C1NC(=O)N(Cc2ccco2)C(=O)/C1=C/C=C/c1ccco1 | 29% | 25µM* | ?
COc1ccc(Br)cc1CN1CCN(C(=O)Cc2ccccc2)CC1 | 3% | 0% | -10%
CN1CCc2c([nH]c3ccccc23)C1 | ? | -6% | -1%
CCc1cccc(CC)c1NC(=S)N1CC2CC(C1)c1cccc(=O)n1C2 (stereo not drawn) | 0% | -16% | -1%
C[C@]12CC[C@H](OS(=O)(=O)O)CC1=CC[C@@H]1[C@@H]2CC[C@]2(C)C(=O)CC[C@@H]12 | 2%&0% | 0%&2%&15% | -13%&-6%
CC(Cc1ccccc1)NCC(=O)Nc1cc(N(C)C)nc2ccccc12 (stereo not drawn) | -5% | -20% | -7%
C#C[C@]1(O)CC[C@H]2[C@@H]3CCC4=CC(=O)CCC4(C)[C@H]3CCC21C (stereo partly drawn) | 11% | / | 1%
COC(=O)[C@@H](N)CCCN=C(N)N[N+](=O)[O-] | 1%&-12%&7%&1% | ? | ?
CN(C)CP(=O)(Nc1ccccc1)N(C)C (stereo not drawn) | -7%[2.35 µM] | -7% | 1%
Cc1onc(-c2c(Cl)cccc2Cl)c1C(=O)Nc1ccc2c(C(F)(F)F)cc(=O)oc2c1 | 10% | 9% | 4%
CNCC/C=C\c1cccnc1 | -5% | / | -7%
CCCCN(Cc1ccccc1)C1CCN(CCc2ccccc2)CC1 | -3% | 5% | -1%
O=C1N(c2ccccc2)C(c2cccnc2)N2CCCN12 (stereo not drawn) | 3% | -2% | -3%
CCCCCCCCOC(=O)c1ccccc1C(=O)OCCCCCCCC | -13% | / | -16%
C=CCn1c(O)c(/C=N/N2CCOCC2)c(=O)[nH]c1=S | 3% | -7% | -2%
O=C1Nc2ccccc2C2(CCN(CCc3ccc(C(F)(F)F)cc3)CC2)O1 | -14%&-11% | / | 32%[activator]
CC(C)NC(=O)Cn1cc(C(=O)c2ccccc2)c2ccccc21 | 4% | -4% | -1%
Nc1c(C(=O)NCc2ccco2)c2nc3ccccc3nc2n1CCN1CCCCC1 | 7% | ? | -4%
N[C@H](Cc1o[nH]c(=O)c1Cl)C(=O)O | -5% | / | -7%
CCCNS(=O)(=O)c1ccc(OCC(=O)N2CCN(Cc3ccc4c(c3)OCO4)CC2)cc1 | 1% | -9% | -13%
COC(=O)C(O)(c1ccc2c(c1)CCCN2)C(F)(F)F (stereo not drawn) | -4% | 7% | 1%
CC[n+]1c(/C=C/C=C/c2ccc(N(C)C)cc2)sc2ccccc21 | -14% | 50µM* | -3%
CC(C)c1ccccc1OCC(=O)N1CCCN(C)CC1 | -2% | 21% | -2%

As a short view, part of the list above:
Molecule | N370S GC mod | FEN1 inh | GCN5L2 inh
Cc1ccc(-n2c(O)c(C=NC3CCCCC3N)c(=O)[nH]c2=O)cc1C (stereo not drawn) | 1% | -7% | -3%
CCOc1ccc(CN2C(=O)c3ccccc3Sc3ccc(C(=O)N4CCC5(CC4)OCCO5)cc32)cc1 | / | 3% | -4%
COc1ccc(OC)c(CN2CCN(C(=O)Cc3ccccc3)CC2)c1 | -2% | -4% | -9%

Following part.
Molecule | N370S GC mod | FEN1 inh | GCN5L2 inh
C=C1C/C(=C/C)C(=O)O[C@@H]2CCN3CC=C(COC(=O)[C@]1(C)O)[C@H]23 | -8% | 18% | -4%
COc1cc(CNC(=O)CCCC/C=C/C(C)C)ccc1O | ? | 0% | -21%
CC(Cc1cccc(C(F)(F)F)c1)NCCCc1ccccc1 (stereo not drawn) | ? | / | -3%
O=C(O)/C=C\C(=O)O | -3%&0% | -15% | -17%
Nc1ncnc2c1ncn2[C@@H]1O[C@H](COP(=O)(O)CP(=O)(O)OP(=O)(O)O)[C@@H](O)[C@H]1O | 12% | -1%[57.1 µM] | -15%&-2%
O=C(c1ccc(Cl)cc1)C1CCCN(Cc2ccc3ncccc3c2)C1 (stereo not drawn) | 13% | -5% | -14%
CN1C(=O)NC(=O)/C(=C\c2ccc([N+](=O)[O-])o2)C1=O | -4% | 16µM* | -2%
O=C(Cn1c(=O)n(CC2CS2)c2ccccc21)N1CCCCC1 (stereo not drawn) | -2% | -5% | -11%
CCC1(c2ccccc2)C(=O)NC(=O)N(C)C1=O (stereo not drawn) | 6% | / | 13%
C=CCc1ccc2c(c1)OCO2 | 0%&-5% | / | 7%
O=C(Nc1cccc(OC(=O)N2CCCCC2)c1)N1CCCCC1 | 2% | -1% | -1%
Cc1nn(-c2ccccc2)c2c1C(c1ccc3c(c1)OCO3)SCC(=O)N2 (stereo not drawn) | 1% | -8% | -1%[0.501 µM]
CC(C)N1CCN(Cc2cccc([N+](=O)[O-])c2)CC1 | -5% | 12% | -11%
CC(=O)NC(=O)NC(C)Cc1ccccc1 (stereo not drawn) | 4% | 0% | 3%
O=[N+]([O-])c1cc(Cl)c(Cl)cc1Cl | 2% | 1% | -20%
O=P1(Nc2ccc(F)cc2)COc2ccccc2OC1 | 3% | -7% | -8%
Cc1ccc(C[N+](C)(C)C)o1 | -10%&-5%&-3% | / | 14µM*!
Cc1ccc2nsnc2c1-n1c(C)nc2ccccc2c1=O | 6% | 2% | -3%
O=C(Nc1ccc(OC(=O)N2CCCCC2)cc1)N1CCOCC1 | 15% | 0% | 3%
Cc1cc(C)cc(-n2c(=O)[nH]c3ccccc3c2=O)c1 | / | 0% | 1%
COc1ccccc1C1C([N+](=O)[O-])=C(N)Oc2c1c(=O)oc1ccccc21 (stereo not drawn) | 8% | 6% | 0%
CC(C)[C@@]1(NC(=O)[C@@H]2C[C@H]3c4cccc5[nH]cc(c45)C[C@@H]3N(C)C2)O[C@@]2(O)[C@H]3CCCN3C(=O)[C@H](Cc3ccccc3)N2C1=O | -6%&-9% | / | -10%
CCC(=NC1CCN(Cc2ccccc2)CC1)c1c(O)[nH]c(=O)[nH]c1=O | -6% | 5% | -1%
CCCC(=O)C1C(=O)NC(=O)NC1=O | 2% | -6% | 0%
COc1cccc(CNC2CN3CCC2CC3)c1OC (stereo not drawn) | -2% | 0% | -2%
CCOP(=S)(OCC)Oc1ccc2c(C)c(Cl)c(=O)oc2c1 | 15% | -11% | -9%
Cc1ccc(OCC(=O)N2CCCC(N3CCN(c4ccc(F)cc4)CC3)C2)cc1 (stereo not drawn) | 6% | 20% | -2%
Nc1c(C(=O)NC2CCCC2)c2nc3ccccc3nc2n1CC1CCCO1 (stereo not drawn) | 23% | ? | -21%
COc1ccc(CC2NC[C@H](O)[C@H]2OC(C)=O)cc1 (stereo partly drawn) | -8% | / | -1%
CNC(C(=O)c1ccccc1)C(OC(C)=O)c1cccc([N+](=O)[O-])c1 (stereo not drawn) | 2% | 1% | -2%

Next part, starting with the last 2 of the part before.
Molecule | N370S GC mod | FEN1 inh | GCN5L2 inh
COc1ccc(CC2NC[C@H](O)[C@H]2OC(C)=O)cc1 (stereo partly drawn) | -8% | / | -1%
CNC(C(=O)c1ccccc1)C(OC(C)=O)c1cccc([N+](=O)[O-])c1 (stereo not drawn) | 2% | 1% | -2%
CNc1ccc(C(=O)CC(O)CCC(C)C2OC(=O)CC(O)CC(=O)CC(O)CC(O)CC(O)CC(O)CC3(O)CC(O)C(C(=O)OC)C(CC(O[C@@H]4OC(C)C(O)C(N)C4O)/C=C/C=C/C=C/C=C/C=C/C=C/C=C/C2C)O3)cc1 (stereo partly drawn) | -3% | / | -5%
O=C(COc1ccc(S(=O)(=O)N2CCOCC2)cc1)N1CCN(Cc2ccc3c(c2)OCO3)CC1 | -2% | 0% | -3%[0.501 µM]
CCC(CO)(C(=O)OC1CC2CCC(C1)N2C)c1ccccc1 (stereo not drawn) | 1% | 21% | -12%
O=C1c2ccccc2C(=O)c2ccccc21 | 5% | / | 3%&13%
O=C(/C=C/c1c[nH]c2ccccc12)c1c(O)n(CCc2ccccc2)c(=O)[nH]c1=O | 0% | -19% | -9%
Brc1ccc(Oc2cc(Br)c(Br)cc2Br)c(Br)c1 | -8%&-4% | -8% | -3%
Cc1cc(C(=O)CS(=O)(=O)c2ccccc2)cc(C)c1OC(=O)N(C)C | -5% | -3% | 1%
COc1ccc(NC(=O)CN(C)C(=O)CSC(c2ccccc2)c2ccccc2)cc1 | / | -2% | -5%
CCCCN1C(=O)NC(=O)C2(Cc3ccccc3N3CCOCC32)C1=O (stereo not drawn) | -11% | 20% | -3%
CCCCCCCCCCCCCCCCOC[C@H](COP(=O)([O-])OCC[N+](C)(C)C)OC(C)=O | -7%&9% | / | 3%
CC(=O)CC(c1ccccc1)c1c(O)c2cc(O)ccc2oc1=O (stereo not drawn) | -8% | / | 28%
Cn1c(N)c(C(=O)COC(=O)Cc2ccccc2)c(=O)n(C)c1=O | / | 1% | -6%
Cc1ccc(-c2nc3ccccc3c(=O)n2-c2ncccc2C)cc1 | 7%[12.8 µM] | 7% | -1%
CCOc1ccc(-n2c(O)c(/C=C3\C=Nc4ccccc43)c(=O)[nH]c2=O)cc1 | -12% | ? | -21%
CC1CCCCN1CC(=O)c1ccc2cc[nH]c2c1 (stereo not drawn) | -6% | -8% | -20%
Nc1ncnc2c1ncn2[C@@H]1O[C@H](COP(=O)(O)CP(=O)(O)O)[C@@H](O)[C@H]1O | 5% | -12% | 18%

Record cards (already shown). Order of screens: N370S GC mod	FEN1 inh	GCN5L2 inh
`CCCCN(Cc1ccccc1)C1CCN(CCc2ccccc2)CC1` across the screens: -3%	5%	-1%
`O=P1(Nc2ccc(F)cc2)COc2ccccc2OC1` across the screens: 3%	-7%	-8%
`O=C(c1ccc(Cl)cc1)C1CCCN(Cc2ccc3ncccc3c2)C1` (stereo not drawn) across the screens: 13%	-5%	-14%
`COc1ccc(NC(=O)CN(C)C(=O)CSC(c2ccccc2)c2ccccc2)cc1` across the screens: /	-2%	-5%
`CNCC/C=C\c1cccnc1` across the screens: -5%	/	-7%
